# Bioassay records: PubChem, several laboratories
# LMP1 NFkB inh – inhibitors of Epstein-Barr LMP1-induced NF-kappaB reporter | AID 504558 | inhibition, % at 12.5 µM | LMP1-induced NF-kappaB luciferase reporter cells, luminescence | 0.69% of 350,000 active; in the data active means inhibition above about 41%;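 further: 0% = neutral control wells and 100% = reference inhibitor control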
# NR5A2 inv ag – suppresses constitutive activity of human LRH-1; O00482; HEK293T StAR-luciferase reporter, LRH-1 transfected, 24 h; inhibition, % at 3.6 µM; 0.13% of 360,000 active;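 active means inhibition above the mean inhibition of all tested compounds plus 3 SD, cut at about 73% in these data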;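 further: 0% = DMSO wells and 100% = reporter-only cells lacking LRH-1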
# Target sequence (O00482 whole entry, looked up): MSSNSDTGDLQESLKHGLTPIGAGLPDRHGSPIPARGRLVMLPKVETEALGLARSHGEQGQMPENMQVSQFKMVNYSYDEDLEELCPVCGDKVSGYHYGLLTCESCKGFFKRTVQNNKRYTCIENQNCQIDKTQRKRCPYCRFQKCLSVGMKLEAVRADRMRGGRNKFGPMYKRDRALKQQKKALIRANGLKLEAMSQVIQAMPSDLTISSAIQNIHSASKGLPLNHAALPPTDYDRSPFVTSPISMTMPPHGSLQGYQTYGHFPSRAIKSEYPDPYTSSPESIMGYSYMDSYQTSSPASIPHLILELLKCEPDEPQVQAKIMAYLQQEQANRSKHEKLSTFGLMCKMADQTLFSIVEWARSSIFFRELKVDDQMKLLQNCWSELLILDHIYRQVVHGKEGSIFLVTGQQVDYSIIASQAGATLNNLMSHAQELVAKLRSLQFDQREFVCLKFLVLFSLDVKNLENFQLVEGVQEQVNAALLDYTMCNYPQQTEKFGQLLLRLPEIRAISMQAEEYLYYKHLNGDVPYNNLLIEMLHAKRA
# NR2F2 inh – inhibitors of human COUP-TFII (NR2F2) | P24468 | HEK293T NGFI-A luciferase reporter, luminescence | inhibition, % at 8.6 µM | 0.7% of 370,000 active | AID 686940;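 active means inhibition above a per-plate cutoff, mean inhibition of test wells between control levels plus 3 SD, cut at about 38% in these data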;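 further: cells cotransfected with COUP-TFII expression vector driving the NGFI-A reporter; 0% = median of COUP-TF2 test wells and 100% = reporter-only cells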
# MC4R antag cAMP – blocks human MC4R cAMP signaling. P32245. inhibition, % at 6.5 µM. MC4R-expressing cells, MTII-stimulated cAMP, LANCE TR-FRET. 0.48% of 360,000 active. AID 540295;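 active means inhibition above its plate's cutoff, the mean of tested wells on that plate plus 3 SD, cut at about 29% in these data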;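 further: 0% = Melanotan II alone and 100% = Melanotan II plus saturating MCL0020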
#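 System – human MC4R-expressing U2OS cells · Also added – Melanotan II · Dosing – one concentration, 6.5 µM nominal · Timing – 30-min compound, 1-h challenge, 1-h detection, room temperature · Measured by – Eu-cAMP/anti-cAMP TR-FRET, emission 671 nm · Replicates – singlicate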
# NOD2-RIPK2 inh – blocks binding of human NOD2 to RIPK2; CHO BLA complementation NOD2-RIPK2, CCF4 ratio; inhibition, % at 4.98 µM; AID 624267; 0.38% of 360,000 active; in the data active means inhibition above about 21%;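 further: 0% = vehicle only and 100% = reference blocker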
# Target sequence (O43353 whole entry, looked up): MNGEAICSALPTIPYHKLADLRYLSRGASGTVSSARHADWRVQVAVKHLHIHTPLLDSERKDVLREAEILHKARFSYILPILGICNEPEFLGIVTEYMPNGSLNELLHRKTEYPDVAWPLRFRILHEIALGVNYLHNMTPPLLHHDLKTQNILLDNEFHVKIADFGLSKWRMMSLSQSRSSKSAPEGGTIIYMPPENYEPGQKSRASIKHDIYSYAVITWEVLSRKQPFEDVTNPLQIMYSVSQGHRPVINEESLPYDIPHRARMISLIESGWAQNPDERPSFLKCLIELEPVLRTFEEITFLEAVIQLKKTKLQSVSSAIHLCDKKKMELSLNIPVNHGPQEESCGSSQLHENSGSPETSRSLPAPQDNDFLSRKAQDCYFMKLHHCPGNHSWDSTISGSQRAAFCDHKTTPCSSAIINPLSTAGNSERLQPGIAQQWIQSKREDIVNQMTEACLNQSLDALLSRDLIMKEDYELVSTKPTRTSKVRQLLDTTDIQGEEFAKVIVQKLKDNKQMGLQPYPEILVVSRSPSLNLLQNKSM
# SRC3 inh – inhibits human SRC3 coactivator; 0.17% of 360,000 active; Q9Y6Q9; AID 588352; HEK293 GAL4-SRC3 luciferase reporter, luminescence; inhibition, % at 3.6 µM;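 active means inhibition above a per-campaign cutoff, the mean of all compounds plus 3 SD, cut at about 60% in these data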;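 further: 0% = DMSO-treated cells and 100% = gossypol-treated cells at 36 µM; higher means less SRC3-driven luciferase light from the GAL4 reporter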
# MC4R ag barr – agonists of human melanocortin 4 receptor (MC4R) beta-arrestin. P32245. U2OS MC4R beta-arrestin complementation, luminescence; percent of melanotan II response, DMSO zero. activation, % at 8.9 µM. 0.98% of 360,000 active;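 active means activation above a per-plate cutoff, the mean activation of sample wells on that plate plus 3 SD, cut at about 8% in these data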
# TLR9-MyD88 block – blocks human TLR9 binding to MyD88; inhibition, % at 4.98 µM; AID 504734; Q9NR96+Q99836; 0.21% of 340,000 active; CHO BLA complementation TLR9-MyD88, CCF4 FRET ratio;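 active means inhibition above the mean over all tested compounds plus 3 SD, cut at about 21% in these data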;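 further: 0% = DMSO only wells and 100% = clavulanate BLA inhibitor control wells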
# SRC1 inh – inhibits human SRC1 coactivator; HEK293 GAL4-SRC1 luciferase reporter, luminescence; inhibition, % at 3.6 µM; Q15788; 0.12% of 360,000 active;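 active means inhibition above the campaign mean plus 3 SD, with each screening campaign given its own cutoff, cut at about 60% in these data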;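 further: 0% = DMSO treated cells and 100% = gossypol at 36 µM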
# ABHD5-PLIN5 inh – inhibitors of human ABHD5-perilipin-5 interaction; inhibition, % at 4 µM; AID 602281; Q00G26+Q8WTS1; 0.78% of 360,000 active; Split G. princeps luciferase complementation, luminescence, 4 h;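 active means inhibition above the mean inhibition across every tested compound plus 3 SD, cut at about 22% in these data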;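 further: 0% = DMSO only wells and the 100% control is not disclosed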
# SRC2 inh – inhibits human steroid receptor coactivator 2 | AID 651957 | inhibition, % at 9 µM | HEK293 GAL4-SRC2 luciferase reporter, luminescence | 0.17% of 370,000 active;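 active means inhibition above the mean inhibition of all tested compounds plus 3 SD, set per campaign, cut at about 52% in these data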;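 further: 0% = DMSO treated cells and 100% = cells given Gossypol at 36 µM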
# Numbers without * were called inactive; . = no result given.
SMILES,LMP1 NFkB inh,NR5A2 inv ag,NR2F2 inh,MC4R antag cAMP,NOD2-RIPK2 inh,SRC3 inh,MC4R ag barr,TLR9-MyD88 block,SRC1 inh,ABHD5-PLIN5 inh,SRC2 inh
COc1ccc(CC2(CCc3ccncc3)C(=O)NC(=O)NC2=O)c(OC)c1,-3,-8,-7,-1,-2,5,2.5,1,-7,0,4
CC(C)=CCN1CC[C@@]2(C)c3cc(O)ccc3CC1C2C (stereo not given in full),5,0,0,2,8,1,-1.4,7,-14,5,-6
COC(=O)C1=C(c2ccc(-c3ccccc3)c(F)c2)C[C@@H]2CC[C@H]1N2C(=O)NC1CCCCC1,-4,-25,-15,19,-15,9,-1.2,-5,-6,-2,-20
COc1c(C)cc(C(=O)C2CCCN(Cc3cccc(C)n3)C2)cc1C (stereo not given),6,3,9,3,-11,13,1.7,-11,-5,-5,-4
CCC(=NC1CC1)c1c(O)n(C2CCCCC2)c(=O)[nH]c1=O,-8,-23,12,12,12,-23,-1.1,-6,-26,1,-22
CSc1ccc(CN2CCN(C(=O)Cc3ccccc3)CC2)cc1,.,15,-2,9,6,-37,0.6,.,-2,4,7
Cc1ccc(-c2nc3ccccc3c(=O)n2-c2cccnc2)cc1,5,-11,-15,0,-6,5,-1.0,-5,5,2,-15
CC(C)(C)n1c(O)c(C=Nc2ccc3c(c2)CCC3)c(=O)[nH]c1=O,-32,-3,13,4,-4,12,0.5,-11,8,2,9
O=c1c2ccccc2nc(-c2ccoc2)n1-c1ccccc1Cl,3,21,16,-7,-1,5,-1.9,-10,-2,-1,-3
COc1cc(/C=C2/C(=O)NC(=O)N(c3ccccc3)C2=O)ccc1O,-9,30,4,4,-1,5,-2.5,4,-14,15,-20
CCN(CCNc1ccc([N+](=O)[O-])c2cccnc12)S(=O)(=O)c1ccccc1,-6,8,4,18,-1,-10,0.8,-13,-19,6,8
O=C1/C(=C/c2cccc([N+](=O)[O-])c2)N2CCC1CC2,-6,8,13,0,5,-2,-2.4,-3,-142,2,-31
COC1=CC23CCCN2CCc2cc4c(cc2C3C1O)OCO4 (stereo not given),.,4,9,-4,-12,9,0.1,.,-15,4,12
O=C1NC(=O)N(Cc2ccc(F)cc2)C(=O)/C1=C\C=C\c1ccco1,-81,-15,-11,3,-2,0,-3.0,-1,-10,29*,-2
CCCCOC(=O)c1ccccc1C(=O)OCCCC,-23,11,3,-1,-3,-4,-1.0,25*,7,-6,-13
CC1(O)CCC2C3CCC4=CC(=O)CCC4(C)C34OC4CC21C (stereo not given),-2,3,-20,-1,-6,0,0.2,-1,-20,0,-36
O=C1NC(=O)C2(Cc3cc([N+](=O)[O-])ccc3N3CCN(C(=O)c4ccccc4)CC32)C(=O)N1 (stereo not given),-4,7,7,10,4,-3,-3.8,-7,-38,4,-26
C#CC1(OC(=O)c2ccccc2)CC(C)N(C)CC1C (stereo not given),5,9,-4,7,1,4,-1.6,3,-11,1,-8
CCOP(=O)(OCC)c1cccc(OP(=O)(c2cccc([N+](=O)[O-])c2)c2cccc([N+](=O)[O-])c2)c1,.,-1,-14,0,1,13,3.7,.,15,-1,34
COc1ccccc1N1CCN(C(CNC(=O)Oc2ccccc2)c2cccnc2)CC1 (stereo not given),0,-2,-10,6,-7,-1,-1.8,-2,-6,1,-4
Cc1ccc(-n2c(O)c(C=NCCN3CCOCC3)c(=O)[nH]c2=O)cc1,6,8,1,-2,-7,-1,-1.6,0,-4,1,-18
CC1=CC(=O)NP(=O)(Oc2ccc3ccccc3c2)N1 (stereo not given),-8,-6,-15,3,-3,0,-2.4,-4,-35,-4,10
CCOP(=O)(OCC)c1cccc(O)c1,7,-7,-18,3,2,0,-0.4,-10,-23,0,-23
O=S1(=O)N(Cc2ccc(F)cc2)CCCN1Cc1ccccc1Cl,-3,-8,1,3,1,6,2.0,-7,-26,-3,8
CC1=NN(c2ccccc2)C(=O)C1/C=C1\C(=O)NC(=O)N(c2ccc(C)c(C)c2)C1=O (stereo not given),-3,5,6,5,-6,13,-2.2,-6,-14,-34,0

# Complete entries as entered above. Values in the order: LMP1 NFkB inh | NR5A2 inv ag | NR2F2 inh | MC4R antag cAMP | NOD2-RIPK2 inh | SRC3 inh | MC4R ag barr | TLR9-MyD88 block | SRC1 inh | ABHD5-PLIN5 inh | SRC2 inh
# `CSc1ccc(CN2CCN(C(=O)Cc3ccccc3)CC2)cc1` as listed: . | 15 | -2 | 9 | 6 | -37 | 0.6 | . | -2 | 4 | 7
# `CC1=CC(=O)NP(=O)(Oc2ccc3ccccc3c2)N1` (stereo not given) as listed: -8 | -6 | -15 | 3 | -3 | 0 | -2.4 | -4 | -35 | -4 | 10

# Rewritten with values under each structure: entries from further up
# Fields: LMP1 NFkB inh | NR5A2 inv ag | NR2F2 inh | MC4R antag cAMP | NOD2-RIPK2 inh | SRC3 inh | MC4R ag barr | TLR9-MyD88 block | SRC1 inh | ABHD5-PLIN5 inh | SRC2 inh
COc1c(C)cc(C(=O)C2CCCN(Cc3cccc(C)n3)C2)cc1C (stereo not given)
 : 6 | 3 | 9 | 3 | -11 | 13 | 1.7 | -11 | -5 | -5 | -4
CCC(=NC1CC1)c1c(O)n(C2CCCCC2)c(=O)[nH]c1=O
 : -8 | -23 | 12 | 12 | 12 | -23 | -1.1 | -6 | -26 | 1 | -22
CSc1ccc(CN2CCN(C(=O)Cc3ccccc3)CC2)cc1
 : . | 15 | -2 | 9 | 6 | -37 | 0.6 | . | -2 | 4 | 7
Cc1ccc(-c2nc3ccccc3c(=O)n2-c2cccnc2)cc1
 : 5 | -11 | -15 | 0 | -6 | 5 | -1.0 | -5 | 5 | 2 | -15

# Later entries:
SMILES,LMP1 NFkB inh,NR5A2 inv ag,NR2F2 inh,MC4R antag cAMP,NOD2-RIPK2 inh,SRC3 inh,MC4R ag barr,TLR9-MyD88 block,SRC1 inh,ABHD5-PLIN5 inh,SRC2 inh
O=C(NC1CC1)c1cn(Cc2ccccc2)nc1-c1ccccc1,-5,0,3,10,-5,-21,-4.2,-3,-1,14,-15
C=C1C(C)C2C(Cc3ccccc3)NC(=O)C23OC(=O)/C=C/C(O)CCCC(C)C/C=C/C3C1O (stereo not given),0,27,3,36*,-2,34,0.3,-8,-2,-7,10
Cc1ccc(-c2nn(Cc3ccccc3)cc2C=O)cc1,-33,-98,-29,5,4,-50,-1.0,-4,-54,-2,-27
COc1cc2c(cc1OC)C13CCN4CC5=CCOC(CC(=O)O)C(C5CC41)C3N2 (stereo not given),1,13,14,-3,-2,15,-0.9,4,14,-4,-7
C[C@@H]1CN([C@@H](C)CO)C(=O)CCCn2nncc2CO[C@@H]1CN(C)C(=O)Oc1ccccc1,-3,13,10,9,-2,1,1.5,0,-4,-6,16
Cn1c(C(=O)N2CCC3(CC2)OCCO3)cc2c(=O)n(C)c3ccccc3c21,1,10,1,-1,-13,1,1.0,-5,9,3,-27
Cc1ccc2c(c1)CC1(CN2C)C(=O)NC(=O)N(C(C)C)C1=O (stereo not given),7,6,-7,10,-5,-5,1.1,-3,-11,-13,-7
CSCCC(c1nnnn1Cc1ccccc1)N1CCC(n2c(=O)[nH]c3ccccc32)CC1 (stereo not given),.,21,8,.,-1,40,.,.,46,0,12
O=c1cccc2n1CC1CC2CN(S(=O)(=O)c2cc(Cl)ccc2Cl)C1 (stereo not given),-4,10,14,1,-8,6,-3.0,-13,9,-2,-18
O=C(c1c[nH]c2ccc(S(=O)(=O)N3CCOCC3)cc2c1=O)N1CCC2(CC1)OCCO2,-1,-5,19,-2,8,-7,-1.7,7,-8,-5,3
O=C(O)c1ccc(NC(=O)N2C[C@H]3C[C@@H](C2)c2cccc(=O)n2C3)cc1,-9,5,-9,3,10,14,-2.0,7,-7,-3,-9
O=c1cccc2n1CC1CNC[C@H]2C1,2,13,4,4,-14,-1,-0.8,-1,-2,-1,14
Cc1ccccc1NC(=NCCCN1CC1)Nc1ccccc1C,3,-8,21,2,0,-28,-0.4,-5,-38,0,-23
O=C1/C(=C\c2ccncc2)N2CCC1CC2,.,-13,4,21,-9,17,-0.7,.,3,1,11
CNC(=O)C[C@H]1CC[C@@H]2NC[C@H](O)COC[C@H]2O1,.,-19,-17,.,-3,.,.,.,.,-19,8
CCCCOC(=O)C1=C(N)OC2=C(C(=O)CC(C)(C)C2)[C@]12C(=O)N(C)c1ccccc12,-10,-8,0,6,-1,9,0.3,-8,8,-4,-5
CC(C)N(CC#CCC1(O)c2ccccc2-c2ccccc21)C(C)C,-6,0,-2,1,0,7,1.9,-1,1,4,-6
COc1cccc(C(=O)C2CCCN(Cc3ccccn3)C2)c1 (stereo not given),-2,14,-13,-7,-2,8,-0.7,9,1,0,-4
CCC1(CC)COP(=O)(OCC(Cl)CCl)OC1 (stereo not given),-8,5,-7,4,11,1,-1.0,-3,4,1,0
COc1ccc(-n2c(O)c(C=NCCN3CCN(C(C)=O)CC3)c(=O)[nH]c2=S)cc1,1,-16,6,12,-2,-23,-3.0,0,-2,14,21
COc1ccc(OC(=O)N(C)C[C@@H]2OCc3ccccc3-c3c(n(C)c4ccccc34)C(=O)N([C@H](C)CO)C[C@@H]2C)cc1,-4,20,0,6,4,6,-1.4,6,8,7,32
O=C1NCN(c2ccccc2)C12CCN(C(c1cccs1)c1nnnn1-c1ccc3c(c1)OCCO3)CC2 (stereo not given),.,2,14,.,9,19,.,.,16,2,8
Cc1ccc(N2C(=O)NC(=O)C3(Cc4ccccc4N4CCCC43)C2=O)cc1 (stereo not given),-3,4,1,8,-4,6,-1.4,-4,-12,5,-15
O=C(CCCN1CCC(n2c(=O)[nH]c3ccccc32)CC1)c1ccc(F)cc1,0,-5,-11,15,-6,5,0.6,-9,-3,-9,-6
c1cc2c(cc1CCNC1C3CC4CC(C3)CC1C4)OCO2 (stereo not given),-2,8,9,0,-3,7,-1.1,-8,-1,2,13
O=C(O)c1cc[c]([Hg][Cl])cc1,0,28,.,70*,3,15,-2.1,3,-24,82*,.
CCOC(=O)[C@]12Cc3cc(OC)ccc3[C@H]1N(C(C)C)C(=O)c1cc(OC)ccc12,.,10,18,.,-5,.,.,.,.,19,28
COc1cc2c(cc1/C=C/[N+](=O)[O-])OCO2,-1,14,7,-6,40*,-27,-2.5,-5,-13,66*,-1

# Molecules shown so far containing a COOH group:
SMILES,LMP1 NFkB inh,NR5A2 inv ag,NR2F2 inh,MC4R antag cAMP,NOD2-RIPK2 inh,SRC3 inh,MC4R ag barr,TLR9-MyD88 block,SRC1 inh,ABHD5-PLIN5 inh,SRC2 inh
COc1cc2c(cc1OC)C13CCN4CC5=CCOC(CC(=O)O)C(C5CC41)C3N2 (stereo not given),1,13,14,-3,-2,15,-0.9,4,14,-4,-7
O=C(O)c1ccc(NC(=O)N2C[C@H]3C[C@@H](C2)c2cccc(=O)n2C3)cc1,-9,5,-9,3,10,14,-2.0,7,-7,-3,-9
O=C(O)c1cc[c]([Hg][Cl])cc1,0,28,.,70*,3,15,-2.1,3,-24,82*,.

# The list is partial; count on the stated rates, not on these rows.
